# Bioassay records from PubChem BioAssay.
# TRHR enhancer – TRH receptor (human) allosteric enhancement; P34981; TRHR cells, fluo-8 calcium fluorescence, EC20 TRH enhancement; enhancement, % at 2 µM; 360,000 tested, 0.66% active; AID 493056; in the data active = enhancement above about 30%; also: 0% is about no effect
#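 Enhancer read-out: after compound pinning and an initial kinetic agonist-mode read, an EC20 of TRH (10 nM final) was injected and fluo-8 calcium signal (Ex 480/Em 530) followed at 1 s/cycle for 100 cycles in TRHR-expressing cells.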
# TRHR agonist – TRH receptor (human) agonism. P34981. TRHR cells, calcium flux fluo-8, FDSS agonist mode. AID 493084. activation, % at 2 µM. 360,000 tested, 0.18% active; in the data active = activation above about 30%; also: 0% is about no effect
#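 Read-out: compound-evoked intracellular calcium rise in TRHR cells, fluo-8 dye, kinetic FDSS fluorescence at 1 s/cycle following a 10-cycle baseline. Cells cultured overnight before dye loading (30 min–1.5 h, RT).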
# D2 ag – activates the human D2 dopamine receptor; 340,000 tested, 0.53% active; AID 485358; P14416; HEK293 T-REx D2 cells, calcium flux agonist mode; activation, % at 2 µM;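 active = activation over 3 SD above normal in the single-dose calcium agonist read, cut at about 30% in these data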; also: 0% is about no effect
#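 Agonism is scored from calcium flux in a force-coupled, inducible HEK293 cell line expressing D2, read kinetically for 180 s after compound addition against dopamine controls.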
# D2 antag – D2 dopamine receptor (human) antagonism; HEK293 TREx D2 cells, calcium flux, dopamine EC80; 340,000 tested, 2% active; AID 485344; P14416; inhibition, % at 10 µM; in the data active = inhibition above about 30%; also: 0% is about no effect
#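 Antagonism is scored as inhibition of an EC80 dopamine-evoked calcium signal in a force-coupled, tetracycline-inducible HEK293 T-REx D2 line, with compound present 180 s before agonist.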
# Pin1 inh – blocks the human prolyl isomerase Pin1; Q13526; Pin1 FP peptide displacement, HiFluor488, 10 min; Potency, µM (series often up to 115 µM), without a hit: at the top dose activity, negative = inhibition, hits mostly inhibitors; 390,000 tested, 0.009% active; active = well fitted inhibition curve with a large enough effect in the polarisation, with a control signal flat, not every such curve was filed as active; inconclusive = small, poorly fitted or top-dose-only effect, or effect the other way, or a change in a side signal; inactive = no such curve, though single readings can be large or run the other way; the % refers to the polarisation; also: potency is read from the fitted curve at half-maximal effect; % is scaled to controls: 0 for no effect and ±100 for the full control effect
# Target sequence (Q13526 whole entry, looked up): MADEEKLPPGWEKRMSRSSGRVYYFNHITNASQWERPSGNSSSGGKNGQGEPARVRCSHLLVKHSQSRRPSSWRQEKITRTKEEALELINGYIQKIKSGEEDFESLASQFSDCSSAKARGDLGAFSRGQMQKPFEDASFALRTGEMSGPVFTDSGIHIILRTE
# TrxR1 substrate – rat thioredoxin reductase 1 substrate activity; O89049; purified TrxR1 substrate turnover, NADPH consumption readout; Potency, µM (titrated, usually from 114 µM), for the others: at the highest dose activity change, negative = substrate turnover; 390,000 tested, 0.01% active; also: potency is read from the fitted curve at half-maximal effect; % is scaled to controls: 0 for no effect and ±100 for the full control effect; nearly all actives have a fitted effect of over 50% in size
#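 Rat TrxR1, dispensed at 90 nM, was prereduced with 400 uM NADPH (final) for 5 min at ~22 deg C, then incubated with compound 15 min before 400 uM selenite. A first-read NADPH fluorescence drop versus no-compound background flagged substrates.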
# USP1-UAF1 inh – inhibitors of human USP1/UAF1 deubiquitinase | 390,000 tested, 0.23% active | Potency, µM (doses to about 57.1 µM), without a hit: at the highest dose activity change, negative = inhibition, actives largely listed as inhibitors | AID 743255 | recombinant USP1/UAF1, Ub-Rhodamine cleavage fluorescence; also: potency is read from the fitted curve at half-maximal effect; % is scaled to controls: 0 for no effect and ±100 for the full control effect; nearly all actives have a fitted effect of over 60% in size; inactives centre near -12
# Target sequence (O94782 whole entry, looked up): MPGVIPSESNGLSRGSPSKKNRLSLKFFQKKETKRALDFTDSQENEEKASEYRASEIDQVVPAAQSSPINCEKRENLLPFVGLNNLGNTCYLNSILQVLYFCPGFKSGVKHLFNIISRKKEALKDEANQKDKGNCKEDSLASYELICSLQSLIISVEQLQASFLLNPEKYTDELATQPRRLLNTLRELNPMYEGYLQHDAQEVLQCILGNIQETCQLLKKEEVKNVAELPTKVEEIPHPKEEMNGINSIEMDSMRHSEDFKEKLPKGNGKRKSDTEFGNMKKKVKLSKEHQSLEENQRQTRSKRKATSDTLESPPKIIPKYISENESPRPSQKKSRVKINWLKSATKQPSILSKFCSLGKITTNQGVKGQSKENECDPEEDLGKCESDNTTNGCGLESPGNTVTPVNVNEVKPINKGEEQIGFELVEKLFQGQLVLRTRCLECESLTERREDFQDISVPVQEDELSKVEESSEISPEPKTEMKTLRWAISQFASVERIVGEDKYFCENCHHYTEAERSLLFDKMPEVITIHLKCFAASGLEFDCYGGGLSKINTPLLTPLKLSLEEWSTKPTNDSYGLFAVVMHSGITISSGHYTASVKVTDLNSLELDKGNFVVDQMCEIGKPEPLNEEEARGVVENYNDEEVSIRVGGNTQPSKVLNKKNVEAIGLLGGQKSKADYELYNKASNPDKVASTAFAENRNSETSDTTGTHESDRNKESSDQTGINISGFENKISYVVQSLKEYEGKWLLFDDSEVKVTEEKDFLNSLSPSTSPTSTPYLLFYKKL
#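 1 nM enzyme complex + cpd, 15 min RT; start with Ub-Rho 150nM final; kinetic fluorescence ex 480/em 540, 6 reads q60 s. Buffer 50mM HEPES pH 7.8, 0.5mM EDTA, 0.1 mg/ml BSA, 1mM TCEP, 0.01% Tween-20.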
# mIDH1 inhibitor – human IDH1 R132H inhibition. O75874. IDH1-R132H enzyme, NADPH consumption, diaphorase/resazurin fluorescence. Potency, µM (top dose mostly 76.6 µM), for the others: at the highest dose activity change, negative = inhibition, usual class: inhibitors. 390,000 tested, 0.093% active. AID 602179; also: potency is read from the fitted curve at half-maximal effect; % is scaled to controls: 0 for no effect and ±100 for the full control effect; nearly all actives have a fitted effect of over 65% in size
#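 IDH1-R132H (0.5 ug/mL) preincubated 30 min with compound, then NADPH (0.016 mM) and alpha-KG (2 mM) added; 80 min at RT, pH 7.5. Remaining NADPH coupled via diaphorase/resazurin to fluorescence (540/590 nm); concentration-response curves normalized to no-enzyme control.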
# rTrxR1 inhibitor – rat TrxR1 inhibition; recombinant rTrxR1, NADPH fluorescence consumption, selenite substrate; Potency, µM (highest dose often 114 µM), inactives show at the highest dose activity change, negative = inhibition, most hits filed as inhibitors; 390,000 tested, 1% active; AID 588453; also: potency is read from the fitted curve at half-maximal effect; % is scaled to controls: 0 for no effect and ±100 for the full control effect; nearly all actives have a fitted effect of over 65% in size
#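 Rat TrxR1 (90 nM in the dispensed reagent) was pre-reduced with 400 uM NADPH for 5 min at room temperature, then incubated with compound for 15 min. After 400 uM selenite was added, NADPH fluorescence (Ex 340/Em 450 nm) was followed for 8 min.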
# * hit, by the source's call; ? = inconclusive; nt = no result given; ! = not confirmed by another sample; [ ] = another dose, or the depositor's remark. Unless noted, calls follow the shape of the dose curve; as a rule, active = well fitted inhibition curve with a large enough effect; inconclusive = small, poorly fitted or top-dose-only effect; inactive = no such curve, though single readings can be large or run the other way. These rows are one share of the data; the hit share may differ from the screen's.
structure	TRHR enhancer	TRHR agonist	D2 ag	D2 antag	Pin1 inh	TrxR1 substrate	USP1-UAF1 inh	mIDH1 inhibitor	rTrxR1 inhibitor
OC1CCN(c2c3c(nc4cc(-c5ccc(Cl)cc5)nn24)CCC3)CC1	-25.6	-0.1	0.7	-2.8	1.3%	46.3%	?	6.3%	5.1%[57.1 µM]
CCc1ccc(NC(=O)c2noc3c2CCCCC3)cc1	3.6	0.2	0.3	-8.4	-0.8%	5.2%	-9.2%	3.2%	17.8%
Cn1c(=O)c([N+](=O)[O-])c(NCCc2ccccc2)c2ccccc21	-5.5	0.1	-1.0	38.0*	8.6%	-0.4%	-8.9%	2.6%	11.1%
Cc1c(NC(=O)COC(=O)CSc2ccc(C(N)=O)cc2[N+](=O)[O-])c(=O)n(-c2ccccc2)n1C	-2.7	0.3	0.5	-7.5	5.6%	-8.1%	-5.6%	-0.7%	-6.3%
O=C1C2C3C=CC(CC3)C2C(=O)N1c1ccccc1[N+](=O)[O-] (centres undefined)	3.2	-0.4	-0.9	-11.1	1.3%	-22.9%[11.4 µM]	-0.5%	12.8%	-58.2%
COc1ccc(-n2c(SCC(=O)NCc3ccc(C)cc3)nc3n[nH]c(C)c3c2=N)cc1	-0.3	-1.0	1.6	nt	0.0%	2.7%[57.1 µM]	-25.4%	-5.9%	15.1%[57.1 µM]
Cc1nc(CC(=O)O)c(-c2ccccc2)s1	-6.3	0.7	-0.1	2.3	0.0%	-1.5%	-19.1%	-3.5%	16.5%
Cc1cc(=O)[nH]c(SCC(=O)NC2CCCCCCC2)n1	nt	nt	nt	nt	1.6%	1.8%	-11.3%	-3.5%	12.3%
COc1ccc(N(C)S(=O)(=O)c2ccc3c(c2)CCN3C(=O)C2CC2)c(OC)c1	-0.9	-1.2	1.8	5.0	1.0%	3.3%	-17.2%	4.1%	4.3%
NC(=O)C1(N2CCCCC2)CCN(C(=O)Nc2ccc(F)cc2F)CC1	4.3	-1.0	-1.2	nt	-0.6%	-10.8%	-6.8%	nt	-17.9%
CC(C)CN(C(=O)CSc1nncs1)c1c(N)n(CC(C)C)c(=O)[nH]c1=O	-3.2	0.1	-1.4	-22.3	-10.4%	1.5%	-9.6%	-1.9%	2.5%
CCC1(C(=O)O)NC(c2cc(OC)ccc2O)C2C(=O)N(Cc3ccccc3)C(=O)C21 (centres undefined)	-3.8	-0.8	0.4	-7.5	-1.7%	0.8%	-26.9%	-3.7%	12.8%
CCCn1c(=O)c2[nH]c(-c3ccc(S(=O)(=O)O)cc3)nc2n(CCC)c1=O	7.0	0.6	0.9	3.2	2.1%	628.6%[activator][57.1 µM]	-2.4%	1.9%	22.4µM*!
O=C(CN1C(=O)NC(Cc2c[nH]c3ccccc23)C1=O)NCC(F)(F)F (centres undefined)	-2.9	0.6	0.4	-12.9	-1.6%	0.4%	-14.3%	-7.7%	10.0%
CCCCCC(=O)Nc1cccc(S(=O)(=O)NC2=NCCC2)c1	-5.3	0.0	nt	nt	-1.3%	-5.3%	-14.8%	2.3%	-3.5%
CCOc1cc(C(=O)NC)cc(Br)c1OCc1ccccc1	-6.8	-1.4	-2.2	-1.8	0.4%	-2.6%[57.1 µM]	-21.5%	4.1%	20.9%[57.1 µM]
CCc1ccc(C(=O)c2cn(CC(=O)Nc3ccc4c(c3)OCO4)c3cc(OC)c(OC)cc3c2=O)cc1	-6.3	1.9	-0.2	nt	9.2%	-18.8%	?	5.2%	-25.7%
Cc1cc(N/N=C/c2ccc(O)cc2O)nc(-n2nc(C)cc2C)n1	13.3	-0.8	-2.0	4.5	12.9%	-17.7%	-3.7%	10.8%	-14.2%
Cn1cccc1Cc1nnc(SCC(=O)Nc2ccc(F)cc2)n1CCc1ccccc1	-3.2	0.3	-0.8	4.7	7.9%	7.0%[57.1 µM]	-15.1%	-16.1%	7.7%[57.1 µM]
CN(C)c1ccc(/C=C(\C#N)c2nc(-c3ccc(Cl)c(Cl)c3)cs2)cc1	1.4	4.5	1.0	nt	?	-5.7%	24.2%	3.9%	-5.5%
Cc1ccccc1C(=O)OCC(=O)N(C)c1c(N)n(Cc2ccccc2)c(=O)[nH]c1=O	0.0	0.0	-0.3	16.5	-1.2%	1.6%[57.1 µM]	-20.7%	-13.1%	20.1%[57.1 µM]
COc1ccc(C)cc1NCc1ccc(OC)c(C)c1OC	3.9	-0.9	-1.5	-2.0	-8.8%	-4.8%	-25.7%	4.8%	2.4%
CC1CCCN(C(=O)CSc2n[nH]c(-c3cccs3)n2)C1 (centres undefined)	-1.9	0.1	-1.0	-9.2	0.1%	-0.2%[57.1 µM]	-4.7%	9.1%	-0.4%[57.1 µM]
CC(C)CCN1C(=O)c2ccc(C(=O)N3CCCCC3)cc2C1=O	1.1	-0.3	-0.1	9.4	0.1%	-11.8%	-4.0%	5.9%	-10.8%
COC(=O)NC1CCC(NC(=O)OC)CC1 (centres undefined)	1.9	0.2	1.2	-11.3	-1.2%	-4.7%	-10.3%	-0.2%	0.5%
O=C(NNc1nc(-c2ccc(F)cc2)cs1)c1ccccc1	-3.1	-0.1	-0.3	3.8	4.1%	8.3%[57.1 µM]	-19.4%	2.7%	37.8%[activator][57.1 µM]
Cc1ccc(-c2nn3c(=O)c(C)nnc3s2)cc1	1.8	-0.6	-0.4	14.6	-0.8%	4.1%	?	-3.5%	5.7%
O=C1C2C3C=CC(O3)C2C(=O)N1N=Cc1ccc2c(c1)OCO2 (centres undefined)	nt	nt	nt	nt	2.0%	-9.6%	-15.4%	-0.1%	?
CN(CC#CC1(O)c2ccccc2-c2ccccc21)Cc1ccccc1	-5.5	-0.3	-0.3	6.1	-2.7%	-0.5%	-20.7%	0.5%	6.9%
CC(C(=O)N1CCc2ccccc21)n1cnc2c1c(=O)n(C)c(=O)n2C (centres undefined)	4.3	0.5	0.9	11.3	-3.6%	-4.8%	-21.3%	-2.2%	-13.3%
COC(=O)c1ccc(OCC2c3cc(OC)c(OC)cc3CCN2C(=O)c2cccc(C)c2)cc1 (centres undefined)	-4.3	-0.3	0.4	nt	-1.7%	-7.2%[57.1 µM]	-25.9%	-5.7%	-7.1%[57.1 µM]
CCCCNC(=O)CCC(=O)Nc1ccc2nc(N3CCOCC3)cc(C)c2c1	1.2	0.6	0.3	-20.0	-3.2%	154.9%[activator]	-20.4%	0.7%	-9.0%
COc1ccc(NC(=O)c2ccc(NC(=O)CCS(=O)(=O)c3cccs3)cc2)cc1OC	17.8	-0.2	-0.3	nt	-2.6%	-4.3%	-22.4%	0.0%	8.0%
COc1ccc(OC)c(NC(=O)CCN2CC(C)CC(C)C2)c1 (centres undefined)	-10.0	0.0	nt	nt	?	6.6%	-14.2%	2.1%	30.9%
CSc1cccc(NS(=O)(=O)c2ccc3c(c2)CCN3C(C)=O)c1	-8.6	0.4	1.9	29.8	-4.1%	3.6%	-9.6%	12.3%	33.2%
COc1ccc(S(=O)(=O)NCc2ccccn2)cc1NC(=O)c1ccccc1C	3.9	0.0	-0.3	-6.8	-1.1%	11.4%	-6.6%	6.0%	2.3%[57.1 µM]
Cc1cc(C(=O)OCC(=O)N2C(C)CCCC2C)c2ccccc2n1 (centres undefined)	nt	nt	nt	nt	3.1%	8.4%	0.8%	0.0%	-0.3%[57.1 µM]
O=C1c2cccc3cccc(c23)N1Cc1ccc(F)cc1	2.7	-1.0	-1.7	-6.0	1.4%	1.9%[57.1 µM]	-6.0%	-4.1%	4.8%[57.1 µM]
Cc1noc(NS(=O)(=O)c2ccc(N/C=C\C(=O)c3ccncc3)cc2)c1C	-5.0	0.0	0.3	-11.2	-8.5%	-9.0%[57.1 µM]	-8.0%	1.9%	-14.3%[57.1 µM]
COCc1nc2oc3ccc(F)cc3c(=O)c2cc1C(=O)OC	7.9	-0.3	0.5	-13.7	1.0%	-9.0%	-2.9%	1.5%	3.6%[57.1 µM]
Cc1ccc(CN2C(=O)c3ccccc3Sc3ccc(C(=O)N4CCOCC4)cc32)cc1	-6.6	0.3	-0.8	nt	1.0%	1.2%[57.1 µM]	-14.8%	30.0%	12.7%[57.1 µM]
CCc1nnc(NS(=O)(=O)c2ccc(N=CC3=C(O)CC(C)(C)CC3=O)cc2)s1	-1.8	0.5	0.1	-18.7	2.9%	-18.2%	-10.4%	9.3%	?
COc1ccc(Cn2nnnc2CN2CCc3ccccc3C2)cc1	-1.5	0.9	56.7*	34.4*	-1.5%	-6.3%[57.1 µM]	-17.4%	-4.4%	1.1%[57.1 µM]
COc1ccc2c(c1)c1ncn(CCN3CCNCC3)c(=O)c1n2C	2.0	0.2	0.9	-12.9	0.3%	229.1%[activator]	-18.6%	14.0%	48.8%[activator]
COc1ccccc1-c1nc2c(c(SCC(=O)Nc3ccc(C)c(C)c3)n1)Cc1c(CO)cnc(C)c1O2	-9.8	0.3	0.7	nt	77.1%[activator]	-5.4%	-18.7%	-9.2%	9.1%
COc1ccc(NC(=O)CCC(=O)c2cccs2)cc1S(=O)(=O)Nc1ccccc1Cl	1.7	-0.7	-0.6	-5.0	4.5%	4.7%	-25.3%	1.3%	12.4%
O=C(/C=C/c1cccc([N+](=O)[O-])c1)Nn1c(-c2ccccc2F)nc2ccccc2c1=O	14.8	-1.5	-0.2	-14.5	48.4%[activator]	-9.3%[57.1 µM]	-11.8%	7.2%	22.3%[57.1 µM]
